NPR1 activator – GC-A (human) enzyme activation | P16066 | HEK293 GC-A cells, cGMP TR-FRET, EC30 ANP; 0% at EC30 ANP, 100% saturating ANP | activation, % at 10 µM | 370,000 tested, 0.14% active; in the data active = activation above about 40%
PRMT1 FP inh – blocks human protein arginine methyltransferase 1. 370,000 tested, 1.3% active. inhibition, % at 2.79 µM. AID 652257. Q99873. recombinant PRMT1, activity-based probe fluorescence polarization;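 active = inhibition above about 21% made by adding two undisclosed values, limit read from the data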
Target sequence (Q99873 whole entry, looked up): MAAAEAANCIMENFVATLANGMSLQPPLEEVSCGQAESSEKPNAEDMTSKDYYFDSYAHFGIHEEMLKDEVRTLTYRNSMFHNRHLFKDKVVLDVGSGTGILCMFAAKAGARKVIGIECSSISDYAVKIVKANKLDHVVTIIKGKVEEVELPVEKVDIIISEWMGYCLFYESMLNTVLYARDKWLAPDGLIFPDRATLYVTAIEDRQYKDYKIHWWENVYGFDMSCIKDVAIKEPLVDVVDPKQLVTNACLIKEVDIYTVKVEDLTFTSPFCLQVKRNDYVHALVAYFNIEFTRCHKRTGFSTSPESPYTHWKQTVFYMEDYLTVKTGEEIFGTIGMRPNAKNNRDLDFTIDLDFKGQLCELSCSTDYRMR
UHRF1 binding – human UHRF1 methylated DNA binding inhibitors; AID 687016; inhibition, % at 4.4 µM; UHRF1 binding to methylated oligo, TR-FRET; 370,000 tested, 0.75% active; in the data active = inhibition above about 21%;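 also: UHRF1 SRA domain binding a hemimethylated CpG hairpin DNA probe; 0% = median of test compound wells and 100% = reference inhibitor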
mABHD4 FP – ABHD4 (mouse) inhibition, primary FP screen; purified mABHD4, FP-Rh probe fluorescence polarization; inhibition, % at 8.92 µM; 370,000 tested, 0.54% active;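 active = inhibition exceeding the mean over every tested compound plus 3 SD, cut at about 30% in these data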;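 also: 0% = plate median of compound wells and 100% = S159A mutant with DMSO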
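System: mouse ABHD4 enzyme, wild type / Medium: HEPES pH 7.0, NaCl, Pluronic buffer / Reagent: FP-Rh activity-based fluorescent probe / Control set: S159A mutant high control, sample median low control / Detection: fluorescence polarization with parallel and perpendicular emission, 525/598 nm / Schedule: 45 min + 60 min at 25 °C / Compound dosing: 8.92 µM, single dose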
MBD2 DNA inh – MBD2-methylated oligo binding inhibition. TR-FRET, MBD2 binding to methylated oligonucleotide. inhibition, % at 4.4 µM. 370,000 tested, 0.31% active; in the data active = inhibition above about 13%
TCR CD3 inh – blocks the human TCR-CD3 interaction | TAMRA-labeled TCR probe fluorescence, biochemical | inhibition, % at 9.4 µM | 360,000 tested, 0.37% active | AID 651800; in the data active = inhibition above about 19%;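 also: recombinant mutant TCR 2C K166C tagged with TAMRA read by polarization; 0% = receptor in buffer alone and 100% = receptor with positive control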
HTRA1 inhibitor – inhibitors of human serine peptidase HTRA1; Q92743; inhibition, % at 5.96 µM; 340,000 tested, 0.5% active; AID 504803; recombinant HTRA1, FP-rhodamine activity-based probe, fluorescence polarization; in the data active = inhibition above about 36%;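 also: 0% = enzyme with DMSO and 100% = wells lacking enzyme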
Target sequence (Q92743 whole entry, looked up): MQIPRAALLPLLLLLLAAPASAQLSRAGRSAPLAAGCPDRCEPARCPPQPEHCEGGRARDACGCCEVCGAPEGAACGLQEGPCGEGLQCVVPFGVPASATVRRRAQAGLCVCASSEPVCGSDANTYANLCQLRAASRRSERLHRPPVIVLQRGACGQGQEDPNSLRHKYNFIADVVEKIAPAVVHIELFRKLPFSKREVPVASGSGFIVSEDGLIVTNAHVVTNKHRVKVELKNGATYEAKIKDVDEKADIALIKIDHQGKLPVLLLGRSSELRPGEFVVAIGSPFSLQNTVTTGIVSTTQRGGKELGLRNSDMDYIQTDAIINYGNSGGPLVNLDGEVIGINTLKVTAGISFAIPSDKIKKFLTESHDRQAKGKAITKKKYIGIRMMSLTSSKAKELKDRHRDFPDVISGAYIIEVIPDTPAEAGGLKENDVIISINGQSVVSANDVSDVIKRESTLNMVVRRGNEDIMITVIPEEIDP
GC-B act – GC-B (human) receptor activation; HEK293-GC-B cells, CNP EC30, cGMP TR-FRET; 0% at EC30 CNP, 100% saturating CNP; activation, % at 10 µM; 370,000 tested, 0.11% active; P20594;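 active = activation at 10 µM reaching about 35% in either raw or pattern-adjusted values, limit read from the data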
SIAE primary – human SIAE inhibition, primary screen; SIAE FP-Rh probe binding, fluorescence polarization; inhibition, % at 9.66 µM; 370,000 tested, 0.69% active; Q9HAT2;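 active = inhibition above a cutoff: mean of compounds within the control limits plus 3 SD of those, cut at about 17% in these data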;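 also: 0% = plate median of compound wells and 100% = probe without SIAE protein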
rCAG binder – r(CAG) repeat RNA binding; TO-PRO-1 dye displacement fluorescence; inhibition, % at 3 µM; 370,000 tested, 1.3% active; AID 651821;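 active = inhibition above the plate cutoff, the mean of all test compounds on that plate plus 3 SD, cut at about 35% in these data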;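 also: 0% = DMSO alone and 100% = 100 µM mitoxantrone as full dye displacement; higher means more dye released from RNA so lower well fluorescence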
An asterisk follows results filed as active; x = not tested or not shown; & = joins results of further samples; ! = a repeat was not active.

SMILES	NPR1 activator	PRMT1 FP inh	UHRF1 binding	mABHD4 FP	MBD2 DNA inh	TCR CD3 inh	HTRA1 inhibitor	GC-B act	SIAE primary	rCAG binder
CCOCCCNCc1cc(Br)ccc1OCc1ccccc1	-24	-1	1	-2	-4	-2	0	-17	0	3
CCOc1ncccc1C(=O)N=c1sccn1C	3	-3	3	-9	3	2	2	-3	-12	3
CC(=O)OCC(=O)Nc1c(C)cc(C)cc1C	0	1	2	1	-1	-5	5	5	-2	-1
COc1ccc(CCNC(=O)Cc2cccc(C(F)(F)F)c2)cc1OC	2	0	-2	0	-8	7	1	3	-3	-6
CCOC(=O)C1CCCN(C2CC(=O)N(c3ccc(C(C)C)cc3)C2=O)C1 (stereo unspecified)	-2	12	0	3	-2	2	0	-4	-3	-7
O=[N+]([O-])c1cccc(S(=O)(=O)NCCc2cccs2)c1	-2	3	1	2	4	11	-1	-4	4	-2
Cc1ccccc1Cn1c(=O)n(C)c(=O)c2sccc21	-2	1	0	-6	0	-1	1	-3	0	1
Cc1nc2scc(C)n2c(=O)c1S(=O)(=O)Nc1ccc(F)cc1	2	0	1	2	1	-2	-1	-3	-5	-1
CN(Cc1c(C(=O)N/N=C/c2ccccc2)nnn1-c1nonc1N)c1ccccc1	-1	-7	-2	-8	-5	-1	-14	-1	0	2
O=C(COC(=O)c1ccc([N+](=O)[O-])o1)NCCc1ccccc1	2	-3	-2	10	-1	4	25	2	0	1
Cc1csc(SCC(=O)NCc2cccs2)n1	4	0	-3	3	-2	4	1	0	7	1
O=C(NCCO)c1c(O)c2cccc3c2n(c1=O)CC3	1	-3	2	1	1	5	-1	-6	6	0
COc1ccc([N+](=O)[O-])cc1N(CC(=O)NC1CCCC1)S(C)(=O)=O	5	0	-1	5	6	4	-3	1	2	-2
CCNc1nc(NC(C)C)nc(OCCNS(=O)(=O)c2cc(C)ccc2C)n1	0	-2	1	-5	-2	2	-6	3	5	-6
CCN(Cc1ccncc1)C(=O)c1cc(COc2ccc(F)cc2Cl)on1	8	2	-1	-3	-4	0	-8	0	2	-8
COc1ccccc1N(CC(O)Cn1ccnc1C)S(=O)(=O)c1ccc(C)cc1 (stereo unspecified)	0	2	3	-3	-1	-7	2	2	-5	-1
O=C1CN(CC(=O)NC(=O)NCc2ccccc2)CCN1	1	1	1	-2	1	7	2	2	4	1
Cc1ccc(NC(=O)NCc2ccco2)cc1[N+](=O)[O-]	0	-10	-3	-1	5	-1	x	-3	-6	3
COc1ccc(C(=O)c2cc([N+](=O)[O-])ccc2N2CCCC2)cc1	-2	0	-3	4	2	2	-18	-2	0	0
O=C(COC(=O)/C=C/c1ccc(F)cc1)NC1CCCCCC1	-1	-4	1	-4	2	-6	-8	-1	-5	2
CN1CCN(Cc2nc(Cc3ccccc3)no2)CC1c1ccccc1 (stereo unspecified)	4	4	2	-2	6	-11	3	1	4	-7
Cc1cc(NS(=O)(=O)c2ccc(NC(=O)c3cc4ccccc4o3)cc2)nc(C)n1	-3	-2	4	-16	1	1	1	-1	-5	8
Cc1cc(Oc2ccc(-c3ccccc3)cc2)n2ncnc2n1	5	0	-1	-7	-4	7	10	0	5	-1
COc1ccc(S(=O)(=O)NC(=O)C2(C)CCN2C(=O)CCC2CCCC2)cc1OC (stereo unspecified)	0	-1	4	3	3	2	x	0	-2	4
COc1ccc2sc(-c3ccccc3OC)c(-c3ccc(SC)cc3)c2c1	-4	-1	0	-1	1	8	x	-5	-2	8
Remaining list, next part:
SMILES	NPR1 activator	PRMT1 FP inh	UHRF1 binding	mABHD4 FP	MBD2 DNA inh	TCR CD3 inh	HTRA1 inhibitor	GC-B act	SIAE primary	rCAG binder
Cc1cccc(C)c1NC(=S)N1CCCN(Cc2ccc(F)cc2)C1	0	2	6	-2	-2	-4	-5	-1	6	3
O=C(O)CCc1ccc(-c2ccc(Cl)cc2)n1Cc1ccco1	0	11	0	-3	0	-2	-6	-6	1	11
COc1ccc(NC(=O)Cn2nc(C(=O)O)c3ccccc3c2=O)cc1OC	0	-2	0	2	-4	6	-2	-3	-4	1
CSc1nc(SCC(=O)NCC2CCCO2)c2c3c(sc2n1)CN(C)CC3 (stereo unspecified)	8	-1	3	-5	3	1	x	-4	-1	3
CC(C)CC1Nc2ncnc(N3CCOCC3)c2N(Cc2ccc(Cl)cc2)C1=O (stereo unspecified)	-1&-6	-1&6	24*!	3&-7	21*!	3&2	-5	-1&-4	-1&-3	3&2
OC(c1ccc(F)c(F)c1)c1nc(-c2cccc(F)c2)cs1 (stereo unspecified)	2	-1	1	-31	1	-2	x	2	-4	1
COC(=O)/C=C1\N/C(=N\c2nc(C)cc(C)n2)N(c2ccc(C)cc2)C1=O	0	3	3	-4	-3	-10	6	3	14	0
OC(c1ccc(F)c(F)c1)c1nc(-c2ccncc2)cs1 (stereo unspecified)	3	-2	2	-6	2	2	x	-2	-3	0
CCCCCCNC(=O)Cc1c(O)c2ccccc2[nH]c1=O	0	-4	-1	5	4	-3	-6	-8	14	0
Cc1ccc(S(=O)(=O)CC(=O)Nc2nc3ccc(S(N)(=O)=O)cc3s2)cc1	2	6	1	2	-2	10	1	5	-6	28
CC(=O)Nc1ccc(N/C=C/C(=O)c2ccc(C)cc2)cc1	8	-4	-1	7	-3	1	3	0	4	3
Cc1cccc(-c2nc3c(c(=O)c4ccccc4n3C)c(=O)n2-c2ccccc2)c1	2	2	-1	5	4	-11	1	-2	-7	2
O=C(CN1CCN(Cc2ccccc2)CC1)NC(=O)NC1CCCCC1	-1	0	-3	4	-6	10	-3	0	2	-6
CCOc1ncccc1C(=O)Nc1nc(SC)ns1	1	-1	2	1	-2	1	-6	-4	-4	-2
CCn1c(CCCc2ccc(OC)c(C)c2)n[nH]c1=S	0	5	-1	-1	2	-2	3	-3	5	-1
Cc1cc2nc(-c3ccco3)cc(C(F)(F)F)n2n1	7	6	2	6	0	2	4	0	0	4
COC(=O)N/N=C/c1ccc([N+](=O)[O-])o1	4	7	0	-5	-2	8	5	-2	-7	3
Cc1onc(-c2ccccc2)c1C(=O)N1CCOC12CCN(c1cccc(F)n1)CC2	2	5	-1	0	-1	-5	-2	0	-6	-4
O=C(CCNS(=O)(=O)c1ccccc1)OCc1nnc(-c2ccccc2)o1	-2	-3	-5	-3	0	8	1	4	-4	-2
O=C(CNC(=O)c1cccc(S(=O)(=O)N2CCc3ccccc32)c1)Nc1ccc(F)c(F)c1F	-2	-4	-3	-11	-4	2	-20	0	-9	4
O=Cc1c(Cl)nc2ccccn12	-6	2	2	0	5	3	0	5	0	0
CC1(C)CC(=O)C2=C(C1)N(c1ccc(F)cc1)C(=O)C2(O)C(F)(F)F (stereo unspecified)	-3	-1	0	-6	-1	0	1	4	5	3
CCOc1cccc2c1OC1(C)CC2NC(=O)N1c1cccc(Cl)c1 (stereo unspecified)	2	-2	-1	1	-1	5	-4	-1	3	2
O=C(CSCc1cccc(Cl)c1)Nc1ccccc1-c1ccccc1	-7	1	2	-15	4	8	-29	-7	4	-4
COc1cc(C(=O)N/N=C/c2ccc(OC(=O)c3ccccc3)c(OC)c2)ccc1O	-4	-2	0	-6	-4	1	-20	3	8	13

Reprinted at random: two entries already listed.
SMILES	NPR1 activator	PRMT1 FP inh	UHRF1 binding	mABHD4 FP	MBD2 DNA inh	TCR CD3 inh	HTRA1 inhibitor	GC-B act	SIAE primary	rCAG binder
CC(=O)OCC(=O)Nc1c(C)cc(C)cc1C	0	1	2	1	-1	-5	5	5	-2	-1
O=C(COC(=O)c1ccc([N+](=O)[O-])o1)NCCc1ccccc1	2	-3	-2	10	-1	4	25	2	0	1

Other entries follow.
SMILES	NPR1 activator	PRMT1 FP inh	UHRF1 binding	mABHD4 FP	MBD2 DNA inh	TCR CD3 inh	HTRA1 inhibitor	GC-B act	SIAE primary	rCAG binder
COc1ccc(/C(C)=N/NC(=O)CNC(=O)c2ccco2)cc1	-5	-3	2	3	0	-2	-2	0	6	0
CN(C)S(=O)(=O)N1CCC(Oc2ccc(C(=O)N3C[C@H]4CC[C@H]3C4)cc2)CC1	-1	4	1	6	5	-8	7	-4	-1	-11
CCC(C)NC(=O)CCSc1ccc(C)cc1 (stereo unspecified)	4	0	5	7	3	1	8	7	-1	-3
CN1/C(=C\C(=O)c2cccnc2Cl)C(C)(C)c2ccccc21	0	-3	-1	-5	-5	3	-6	5	-3	-8
CC(C)c1cccc(C(C)C)c1NC(=O)COC(=O)C1=COCCO1	0	-4	-2	1	1	3	1	0	-1	-1
C=CCN(c1ccccc1)S(=O)(=O)c1cccc(C(=O)NCC(c2ccc(OC)cc2)N2CCCCC2)c1 (stereo unspecified)	-4	0	0	2	1	2	-13	6	-1	-3
CC(C)c1ccc(NC(=O)CSc2n[nH]c(=O)n2-c2ccc3c(c2)OCCO3)cc1	3	-3	0	0	2	-4	x	1	1	-1
COCCCNC(=O)CC(=O)N/N=C\c1ccc(SC)cc1	-1	-1	0	4	-4	-1	2	-2	-7	1
Cc1cc(C)c(S(=O)(=O)N2CCCOC2CNC(=O)C(=O)NCCc2c[nH]c3ccccc23)c(C)c1 (stereo unspecified)	1	0	-4	-3	-4	6	-10	0	12	4
O=C(CCn1cncn1)N1CCCC(N2CCN(c3ccc(F)cc3)CC2)C1 (stereo unspecified)	3	-3	-2	-3	-3	1	-4	-1	-6	-2
COc1ccc(COC(=O)c2cccc(S(=O)(=O)N3CCN(C(C)=O)CC3)c2)cc1F	4	2	-3	2	2	-4	4	3	5	-5
COc1ccccc1NS(=O)(=O)c1cccc(NS(=O)(=O)c2cc(C(=O)O)ccc2OC)c1	-2	-1	0	-6	1	-1	0	2	-13	3
O=C(Nc1cccc(C(=O)N2CCOCC2)c1)C1CCCCC1	2	-5	-2	-2	-2	3	x	3	2	2
COCCNC(=O)NC(=O)CN1CCCc2ccccc21	-1	7	0	0	-1	-2	-1	1	-4	-5
COc1ccc(Br)cc1/C=C(\C(=O)O)c1ccc(S(=O)(=O)N2CCCC2)s1	-3	7	2	30*	-4	-6	-10	0	-4	52*
COc1ccc(C2C(=O)N(CCc3ccccc3)CC(=O)N2C2CCCC2)cc1 (stereo unspecified)	-15	2	4	10	2	-9	2	-9	-5	-8
CC(C)(C)NC(=O)CSc1nnc(-c2ccccn2)n1-c1ccccc1	2	-3	-1	0	-2	3	8	-2	-2	-2
COc1ccc(C2SCCN2S(=O)(=O)c2ccc(NC(C)=O)cc2)cc1OC (stereo unspecified)	-1	4	3	8	-3	-5	3	3	-2	-1
O=c1[nH]c(-c2ccccc2)cn1C1CCN(Cc2ccc(-c3nc4ccccc4nc3-c3ccccc3)cc2)CC1	-3	-1	-3	-23	-1	3	x	-4	-12	11
O=C(COC(=O)CCSc1ccccc1)Nc1ccccc1Br	2	-1	1	-10	1	-7	-11	4	-11	0
CCOc1ccc(C2C(C#N)=C(N)Oc3cc(C)n(Cc4ccco4)c(=O)c32)cc1OC (stereo unspecified)	1	2	-2	-8	-5	2	-4	9	4	5

A draw from above in order of molecular weight, low to high:
SMILES	NPR1 activator	PRMT1 FP inh	UHRF1 binding	mABHD4 FP	MBD2 DNA inh	TCR CD3 inh	HTRA1 inhibitor	GC-B act	SIAE primary	rCAG binder
COc1ccc(C2C(=O)N(CCc3ccccc3)CC(=O)N2C2CCCC2)cc1 (stereo unspecified)	-15	2	4	10	2	-9	2	-9	-5	-8
COc1ccccc1NS(=O)(=O)c1cccc(NS(=O)(=O)c2cc(C(=O)O)ccc2OC)c1	-2	-1	0	-6	1	-1	0	2	-13	3
O=c1[nH]c(-c2ccccc2)cn1C1CCN(Cc2ccc(-c3nc4ccccc4nc3-c3ccccc3)cc2)CC1	-3	-1	-3	-23	-1	3	x	-4	-12	11

From PubChem BioAssay

An excerpt; count on the stated rates, not on these rows.
